Screening results (PubChem BioAssay)
PI4K2A inh: PI4K2A (human) kinase inhibition; Q9BTU6; purified PI4K2A, ADP-Glo luminescence, 1 h; hits give low values; activity change, negative = inhibition, % at 76.9 µM; 0.13% of 420,000 active; in the data active means activity change below about -50%; inconclusive means mostly about -30% to -49%;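 further: -100% = wells without enzyme as full effect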
Target sequence (Q9BTU6 whole entry, looked up): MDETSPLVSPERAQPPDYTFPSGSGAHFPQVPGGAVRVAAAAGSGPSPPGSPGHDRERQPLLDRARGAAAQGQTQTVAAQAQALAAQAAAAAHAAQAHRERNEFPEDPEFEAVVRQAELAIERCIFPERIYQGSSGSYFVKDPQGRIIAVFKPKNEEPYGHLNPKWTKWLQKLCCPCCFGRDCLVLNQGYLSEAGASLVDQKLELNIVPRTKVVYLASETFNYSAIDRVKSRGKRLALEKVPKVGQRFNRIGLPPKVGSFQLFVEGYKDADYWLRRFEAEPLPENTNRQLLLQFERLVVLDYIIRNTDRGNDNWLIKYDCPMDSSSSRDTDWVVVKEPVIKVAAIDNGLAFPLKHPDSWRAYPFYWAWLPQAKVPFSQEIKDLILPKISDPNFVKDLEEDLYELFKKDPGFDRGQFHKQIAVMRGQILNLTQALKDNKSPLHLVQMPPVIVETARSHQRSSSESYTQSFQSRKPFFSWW
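PI4K2A activity was measured by ADP-Glo luminescence: enzyme (4 ug/mL stock) and phosphatidylinositol (1.2 mM stock) in Tris pH 7.5/MgCl2/EGTA/Triton X-100 buffer were reacted with ATP (300 microM stock) for one hour at ambient temperature.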
LDHA inh: inhibitors of human lactate dehydrogenase A | purified LDHA, NADH/diaphorase-resazurin fluorescence; hits give low values | activity change, % (values are at about 110 or 230 µM) | 0.15% of 480,000 active | AID 1347041; in the data active means activity change below about -30%; inconclusive means mostly about -25% to -30%;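 further: plate controls were DMSO wells for no effect and wells without enzyme for full effect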
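LDH5 2 nM; NADH 0.06 mM, pyruvate 0.2 mM; 200 mM Tris pH 7.4, EDTA, Tween-20; 5 min RT. Detection: diaphorase 0.133 mg/mL + resazurin 37 µM, fluorescence ex540/em590 at 0 and 20 min; normalized to enzyme-free and DMSO wells.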
Vif-APOBEC3G blk: inhibitors of Vif-APOBEC3G interaction. Q9HC16. HeLa A3G-eYFP + Vif (tagged APOBEC3G with the HIV-1 protein that degrades it), YFP fluorescence, overnight. Potency, µM (doses to about 46.1 µM), inactives show at the highest dose activity, negative = active, usual class: inhibitors. 0.076% of 410,000 active. AID 602310;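 further: potency means the concentration at half of the fitted maximal effect; on the % scale 0 is the no-effect control and ±100 the full control effect; nearly all actives have a fitted effect of over 60% in size; hits raise eYFP signal because A3G escapes Vif-driven loss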
Target sequence (Q9HC16 whole entry, looked up): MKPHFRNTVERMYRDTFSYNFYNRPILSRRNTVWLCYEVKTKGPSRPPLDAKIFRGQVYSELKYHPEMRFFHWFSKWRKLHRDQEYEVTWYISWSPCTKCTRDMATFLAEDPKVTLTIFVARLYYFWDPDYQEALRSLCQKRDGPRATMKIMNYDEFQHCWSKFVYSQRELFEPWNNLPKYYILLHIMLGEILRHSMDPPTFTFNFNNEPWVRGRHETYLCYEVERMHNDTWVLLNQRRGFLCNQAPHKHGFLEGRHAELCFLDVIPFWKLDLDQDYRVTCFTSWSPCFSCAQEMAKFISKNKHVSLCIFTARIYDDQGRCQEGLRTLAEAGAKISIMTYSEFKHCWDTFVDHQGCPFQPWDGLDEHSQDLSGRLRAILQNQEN
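HeLa cells stably expressing Vif and C-terminally eYFP-tagged A3G, seeded overnight at 37 deg C, then exposed to compound by pintool overnight at 37 deg C. Rise in yellow fluorescence (Ex 488/Em 500-530, Acumen) marks blocked Vif-driven A3G degradation.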
RXFP1 agonist: activates the human relaxin receptor RXFP1. AID 2676. 0.3% of 370,000 active. Q9HBX9. Potency, µM (titrated, usually from 57.5 µM), without a hit: top-dose activation, hits mostly activators. HEK293T-RXFP1 cAMP TR-FRET, 30 min; response scale: percent of porcine relaxin response, buffer zero; further: potency means the concentration at half of the fitted maximal effect; on the % scale 0 is the no-effect control and ±100 the full control effect; nearly all actives have a fitted effect of over 60% in size; many of its hits are not listed in these tables
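HEK293 cells stably expressing RXFP1, treated 30 min at 37C with compounds plus PDE4 inhibitor Ro 20174; cAMP measured by HTRF TR-FRET. Normalized to buffer and 29 nM porcine relaxin; EC50 by Hill fit.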
Glioma ERSR ind: inducers of ER stress response in human glioma cells. 0.02% of 420,000 active. Potency, µM, for inactives: top-dose activation, usual class: activators. AID 602332. U87-MG GRP78 promoter luciferase reporter, 16 h; further: potency means the concentration at half of the fitted maximal effect; series mostly up to about 76 µM; % of control where 0% means no effect; nearly all actives have a fitted effect of over 35% in size
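Stably transfected U87-MG glioma cells carrying a GRP78-based luciferase sensor; 16 h compound incubation. Luminescence end-point read 10 min after Bright-Glo addition at room temperature.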
Vif-APOBEC3F blk: Vif-A3F binding inhibition; HeLa A3F-eYFP + Vif (tagged APOBEC3F with the HIV-1 protein that degrades it), YFP fluorescence increase; Potency, µM (highest dose often 46.1 µM), inactives show at the top dose activity, negative = active; 0.2% of 390,000 active; AID 602313; further: potency means the concentration at half of the fitted maximal effect; % of control where 0% means no effect; nearly all actives have a fitted effect of over 65% in size
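HeLa cells stably expressing A3F-eYFP plus Vif, plated and incubated overnight at 37 deg C, then exposed to compounds overnight at 37 deg C. Blocked degradation read as raised yellow fluorescence (Ex 488/Em 500-530).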
TrxR1 substrate: substrates of rat thioredoxin reductase 1 | O89049 | Potency, µM (highest dose often 114 µM), inactives show at the highest dose activity change, negative = substrate turnover | 0.01% of 390,000 active | purified TrxR1 substrate turnover, NADPH consumption readout; further: potency means the concentration at half of the fitted maximal effect; on the % scale 0 is the no-effect control and ±100 the full control effect; nearly all actives have a fitted effect of over 50% in size
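Rat TrxR1, dispensed at 90 nM, was prereduced with 400 uM NADPH (final) for 5 min at ~22 deg C, then incubated with compound 15 min before 400 uM selenite. A first-read NADPH fluorescence drop versus no-compound background flagged substrates.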
USP1 inh: inhibitors of human USP1/UAF1 deubiquitinase; O94782; recombinant USP1/UAF1, Ub-Rhodamine cleavage fluorescence; Potency, µM (doses to about 57.1 µM), for the others: top-dose activity change, negative = inhibition, actives largely listed as inhibitors; 0.23% of 390,000 active; further: potency means the concentration at half of the fitted maximal effect; on the % scale 0 is the no-effect control and ±100 the full control effect; nearly all actives have a fitted effect of over 60% in size; inactives centre near -12
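Step one: compound is pinned into 1nM USP1/UAF1 in HEPES pH 7.8 buffer with TCEP. Step two: 15 min room-temperature incubation. Step three: Ub-Rho (150nM final) starts cleavage, tracked by fluorescence over six one-minute reads.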
IDH1 R132H inh: blocks human mutant IDH1 R132H enzyme; O75874; IDH1-R132H enzyme, NADPH consumption, diaphorase/resazurin fluorescence; Potency, µM (doses to about 76.6 µM), for inactives: at the highest dose activity change, negative = inhibition, hits mostly inhibitors; 0.093% of 390,000 active; AID 602179; further: potency means the concentration at half of the fitted maximal effect; on the % scale 0 is the no-effect control and ±100 the full control effect; nearly all actives have a fitted effect of over 65% in size
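IDH1-R132H (0.5 ug/mL) preincubated 30 min with compound, then NADPH (0.016 mM) and alpha-KG (2 mM) added; 80 min at RT, pH 7.5. Remaining NADPH coupled via diaphorase/resazurin to fluorescence (540/590 nm); concentration-response curves normalized to no-enzyme control.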
An asterisk follows results filed as active; ? = inconclusive; . = no result given; & = joins results of further samples; [ ] = remark or other dose. Unless noted, the call rests on the fitted dose curve; in most records, active means well fitted curve in the direction sought with a large enough effect; inconclusive means small, poorly fitted or top-dose-only effect, or another doubt; inactive means no such curve, though single readings can be large; an effect the other way counts as inactive or inconclusive. The list is partial (hit frequency here may not be typical).

SMILES	PI4K2A inh	LDHA inh	Vif-APOBEC3G blk	RXFP1 agonist	Glioma ERSR ind	Vif-APOBEC3F blk	TrxR1 substrate	USP1 inh	IDH1 R132H inh
COc1cccc(NC(=O)CN2CCN(c3ccccc3F)CC2)c1	-1	0	-3%	1.3%	-5%	2%	6%[57.1 µM]	-5%	1%
CCOC(=O)C1CCCN(C(=O)c2cccc(C(F)(F)F)c2)CC1 (stereo not drawn)	0	-10	-3%	.	-4%	.	.	.	.
COc1ccccc1OCC(=O)NN1Cc2ccccc2C1=N	0	2	1%	0.6%	-4%	0%	3%	-16%	9%
CCOc1ccccc1NC(=O)c1cccc2c1C(=O)N(CCOC)C2	7	-1	0%	0.3%	-1%	-4%	6%[57.1 µM]	-14%	17%
CCOC(=O)C1=C(COC(=O)CNS(=O)(=O)c2ccc(C)c(C)c2)NC(=O)NC1C (stereo not drawn)	-4	-1	-2%	.	-2%	1%	.	-14%	2%
COC(=O)c1ccc(NC(=O)CNC(=O)C2CCCCC2)cc1	-3	-1	2%	-0.5%	1%	-4%	18%	-21%	6%
CCC(C)c1ccccc1NC(=S)Nc1cccnc1 (stereo not drawn)	1	2	-4%	0.1%	1%	1%	10%	-20%	5%
COc1ccc2c(c1)CCc1c(C(=O)Nc3c(C)nn(Cc4c(Cl)cccc4Cl)c3C)noc1-2	-3	2	2%	4.3%	-3%	0%	-13%	-1%	11%
COc1ccc(CC(=O)Nc2cc(C)on2)cc1	1	0	-11%	-0.6%	3%	-16%	-2%	-17%	1%
CC(C)c1ccc(Nc2c(-c3ccc(N4CCOCC4)cc3)nc3ncccn23)cc1	-5	3	-4%	6.6%	1%	-10%	1%	15%	-19%
CC1CCCC(NC(=O)CSc2nncs2)C1C (stereo not drawn)	2	-14	2%	0.7%	2%	1%	1%	-15%	0%
Cc1ccc(N2CC(C(=O)Nc3ccccc3C(=O)NC3CCCCC3)CC2=O)cc1 (stereo not drawn)	-3	-9	1%	0.7%	1%	-3%	10%[57.1 µM]	-3%	5%
CCCCCn1c(CN2CCN(c3ccc(OC)cc3)CC2)nc2c1c(=O)[nH]c(=O)n2C	5	7	3%	5.7%	-7%	5%	0%	-27%	7%
CCc1ccc(OC(=O)Nc2ccccc2)cc1	-10	-3	-2%	-1.5%	3%	0%	-1%	-4%	-10%
Cc1oc(-c2ccccc2)nc1C(=O)OCC(=O)NCc1ccccc1	-3	1&2	-6%	1.7%	-2%	6%	1%	-9%	-1%
CCOc1ccc(CCNC(=O)COC(=O)c2cccc(S(=O)(=O)N(C)C)c2)cc1OCC	2	-1	-1%	.	-4%	-5%	2%	-20%	1%
CCc1c(C)nc(SCC(=O)N2CCN(c3ccccc3OC)CC2)[nH]c1=O	1&1	-5&4	0%	3.5%&-0.8%	-2%	-6%	1%&6%	?	-5%
CCN(CC)S(=O)(=O)c1ccc(C(=O)N2CCN(C3=NS(=O)(=O)c4ccccc43)CC2)cc1	-3	-11	-4%	2.5%	-1%	0%	-18%	-11%	-7%
Cc1ccc(NC(=O)Cn2nc(-c3ccc(F)cc3)c3cnc4ccc(C)cc4c32)cc1	2	4	1%	-0.9%	-1%	-5%	2%[57.1 µM]	-29%	14%
Cc1cc(C[n+]2ccsc2N)c2ncccc2c1	-1	-6	-4%	0.9%	-4%	-6%	2%	-6%	-3%
COc1cccc(NC(=O)NCCc2ccc(Cl)cc2)c1	4	-1	3%	0.5%	4%	-17%	1%[57.1 µM]	-21%	9%
C[C@H](CO)N1C[C@H](C)[C@@H](CN(C)S(=O)(=O)c2cccc(F)c2)OCc2cnnn2CCCC1=O	1	-5	-1%	.	-3%	-1%	.	-14%	-4%
COc1ccc(CC(C)NS(=O)(=O)c2ccc3c(c2)CCN3S(C)(=O)=O)cc1OC (stereo not drawn)	1&3	-1&-7	5%&0%	0.2%&-0.8%	-5%&-3%	2%&-2%	-5%&1%	-7%&-12%	6%&-9%
CC(C)n1c(SCC(=O)NC2CCCCC2)nnc1-c1ccco1	-1	-14	-1%	-0.2%	-1%	12%	-4%	-10%	-2%
S=C(Nc1ccccc1Cl)Nc1ccc(Cl)cc1Cl	2	-7	1%	3.1%	-1%	0%	-3%	-16%	-2%

Next results.
SMILES	PI4K2A inh	LDHA inh	Vif-APOBEC3G blk	RXFP1 agonist	Glioma ERSR ind	Vif-APOBEC3F blk	TrxR1 substrate	USP1 inh	IDH1 R132H inh
O=C(NC1CCCc2ccccc21)C1CCN(S(=O)(=O)c2cccc3nonc23)CC1 (stereo not drawn)	-1	-1	-4%	0.7%	-7%	-15%	-5%[57.1 µM]	-18%	6%
Cn1c(=O)c2c(nc(NCc3ccc4c(c3)OCO4)n2Cc2ccc(F)cc2)n(C)c1=O	0	4&0	-31%	6.5%	-1%	-11%	-11%	-24%	-4%
CCn1c(=O)cc(OCC(=O)Nc2ccc(OC)c(OC)c2)c2ccccc21	1	0	-1%	-3.3%	-1%	-9%	0%[57.1 µM]	-12%	5%
CN(C)C(=O)CCc1nc(-c2ccc(C(C)(C)C)cc2)no1	8	-2	-1%	-2.9%	-4%	-3%	11%[57.1 µM]	0%	16%
COc1ccccc1N1CCN(CC(O)COc2c(OC)cccc2OC)CC1 (stereo not drawn)	-3	5	-14%	2.8%	-4%	4%	-13%	-6%	-1%
CCC(C)NC(=O)c1csc2c1CCCCC2 (stereo not drawn)	5	-6	-3%	-1.0%	-7%	-1%	-4%	-7%	8%
O=C1CC(N2CCN(Cc3ccccc3)CC2)C(=O)N1c1ccccc1 (stereo not drawn)	1	-8	8%	-0.2%	-1%	-3%	10%	-22%	4%
Cc1ccc(C(C)C)cc1OCC(=O)NNC(=O)Nc1ccccc1	0	-3	-5%	0.0%	0%	12%	2%	-21%	2%
O=C1NCCc2c1[nH]c1ccc([N+](=O)[O-])cc21	3	-7	1%	0.8%	6%	-14%	5%[57.1 µM]	-8%	3%
Cc1cccc(Oc2cc(NC(=O)c3ccccc3)cc([N+](=O)[O-])c2)c1	-1	-1	3%	-0.6%	-6%	-3%	-10%	-22%	-3%
Cc1cc(C)cc(NC(=O)CCCCCN2C(=O)[C@@H]3Cc4ccccc4CN3C2=O)c1	3	-4	-7%	1.6%	-4%	-2%	0%	-23%	10%
COc1ccc(NC(=O)CCCNC(=O)Cn2cnc3sc4c(c3c2=O)CCCC4)c(OC)c1	2	1	-5%	2.1%	-5%	-19%	6%[57.1 µM]	-9%	10%
COc1cc(NC(=O)CN2CCN(c3ccccn3)CC2)cc(OC)c1OC	1	2	2%	2.0%	-5%	0%	10%	-8%	-3%
CC(C)(C)c1[nH]nc2c1C(c1cccnc1)C(C#N)=C(N)O2 (stereo not drawn)	-6	-4	1%	0.4%	1%	-1%	-5%	-6%	4%
CCCn1nc(C(=O)N2CCc3ccccc3C2)c2ccccc2c1=O	-3	-10&-2	-1%	1.7%	-3%	-14%	9%[57.1 µM]	4%	1%

By substructure, the compounds so far with a halogen (8)
SMILES	PI4K2A inh	LDHA inh	Vif-APOBEC3G blk	RXFP1 agonist	Glioma ERSR ind	Vif-APOBEC3F blk	TrxR1 substrate	USP1 inh	IDH1 R132H inh
COc1cccc(NC(=O)CN2CCN(c3ccccc3F)CC2)c1	-1	0	-3%	1.3%	-5%	2%	6%[57.1 µM]	-5%	1%
CCOC(=O)C1CCCN(C(=O)c2cccc(C(F)(F)F)c2)CC1 (stereo not drawn)	0	-10	-3%	.	-4%	.	.	.	.
COc1ccc2c(c1)CCc1c(C(=O)Nc3c(C)nn(Cc4c(Cl)cccc4Cl)c3C)noc1-2	-3	2	2%	4.3%	-3%	0%	-13%	-1%	11%
Cc1ccc(NC(=O)Cn2nc(-c3ccc(F)cc3)c3cnc4ccc(C)cc4c32)cc1	2	4	1%	-0.9%	-1%	-5%	2%[57.1 µM]	-29%	14%
COc1cccc(NC(=O)NCCc2ccc(Cl)cc2)c1	4	-1	3%	0.5%	4%	-17%	1%[57.1 µM]	-21%	9%
C[C@H](CO)N1C[C@H](C)[C@@H](CN(C)S(=O)(=O)c2cccc(F)c2)OCc2cnnn2CCCC1=O	1	-5	-1%	.	-3%	-1%	.	-14%	-4%
S=C(Nc1ccccc1Cl)Nc1ccc(Cl)cc1Cl	2	-7	1%	3.1%	-1%	0%	-3%	-16%	-2%
Cn1c(=O)c2c(nc(NCc3ccc4c(c3)OCO4)n2Cc2ccc(F)cc2)n(C)c1=O	0	4&0	-31%	6.5%	-1%	-11%	-11%	-24%	-4%
